# High-throughput results as filed in PubChem BioAssay.
# RXFP1 antagonist: qHTS Assay for Antagonists of the Relaxin Receptor RXFP1; Relaxin receptor 1 (Homo sapiens), Q9HBX9; HEK293-RXFP1, relaxin-stimulated cAMP HTRF, 30 min; active compounds read low; activity change, negative = inhibition, % at 57.5 µM; actives 0.59% (n = 350,000); AID 1259400, 2018;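 active = activity change of -60% or lower, but not beyond a set lower limit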
# Target sequence (Q9HBX9 whole entry, looked up): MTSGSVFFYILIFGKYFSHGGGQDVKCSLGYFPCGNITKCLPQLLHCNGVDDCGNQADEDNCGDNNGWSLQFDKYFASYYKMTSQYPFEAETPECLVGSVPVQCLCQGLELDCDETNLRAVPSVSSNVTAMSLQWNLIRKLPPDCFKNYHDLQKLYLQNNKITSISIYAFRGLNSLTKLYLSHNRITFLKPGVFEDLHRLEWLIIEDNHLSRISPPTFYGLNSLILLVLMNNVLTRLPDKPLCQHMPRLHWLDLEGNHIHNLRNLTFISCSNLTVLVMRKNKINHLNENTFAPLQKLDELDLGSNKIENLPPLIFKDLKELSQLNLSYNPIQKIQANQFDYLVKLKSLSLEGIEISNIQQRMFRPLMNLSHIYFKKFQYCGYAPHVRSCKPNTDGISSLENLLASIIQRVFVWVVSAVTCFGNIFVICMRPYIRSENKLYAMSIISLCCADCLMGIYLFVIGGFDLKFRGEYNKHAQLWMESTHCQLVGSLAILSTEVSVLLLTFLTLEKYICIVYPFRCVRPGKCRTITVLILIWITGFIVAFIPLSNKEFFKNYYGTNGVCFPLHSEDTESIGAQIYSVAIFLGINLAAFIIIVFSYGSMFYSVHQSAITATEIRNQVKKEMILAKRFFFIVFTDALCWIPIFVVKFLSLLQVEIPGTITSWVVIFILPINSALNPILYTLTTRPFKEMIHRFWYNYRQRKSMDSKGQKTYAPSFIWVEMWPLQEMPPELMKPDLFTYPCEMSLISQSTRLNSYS
# Starred values were filed as active, the others as inactive. % is set by controls: 0 for no effect and ±100 for the full control effect. Not all compounds are listed, so the mix of outcomes need not match the whole.
SMILES,RXFP1 antagonist
COc1ccc(Cl)cc1C(=O)NNC(=O)c1cc2ccccc2o1,4.4
COC1=C(Br)C(=O)c2ncccc2C1=O,6.9
CCn1c2ccccc2c2cc(C#N)c(N)nc21,3.1
O=C(O)c1ccccc1-c1cc2ccccc2[nH]1,-7.7
CC(=O)c1cc(C#N)c(Oc2ccccc2)nc1C,7.2
Cc1ccccc1OCC(=O)OCC(=O)NC1CCCC(C)C1C (stereo not drawn),1.0
COc1cc(C(C)=O)ccc1OCC(=O)N1CCCC1c1ccc2c(c1)OCCCO2 (stereo not drawn),0.9
O=C(CNC(=O)c1ccccc1F)NCc1ccccn1,0.9
CCCC(=O)O[C@]1(C(=O)COC(=O)CC)CC[C@@H]2[C@@H]3CCC4=CC(=O)CC[C@]4(C)[C@H]3[C@@H](O)C[C@@]21C,-16.1
OCC1OC(c2ccc(OCc3ccccc3)cc2OCc2ccccc2)C(O)C1O (stereo not drawn),-0.8
NS(=O)(=O)c1cccc(NC(=O)CSc2nnc(NC3CC3)s2)c1,4.6
COc1ccc(C(C)=NNC(=O)c2cccc(S(=O)(=O)N3CCCC3)c2)cc1,-10.4
O=C(CCS(=O)(=O)c1ccc(Cl)cc1)N1CCCc2ccccc21,-6.1
CCCCNC(=O)COC(=O)c1c2c(nc3ccccc13)/C(=C\c1cccs1)CC2,10.1
Cc1ccc(S(=O)(=O)N2C[C@H]3C(=O)C[C@@H](c4cccc(Cl)c4)N(S(=O)(=O)c4ccc(C)cc4)[C@H]3C[C@H]2c2ccc(Cl)cc2)cc1,-15.5
CC(C)(C)OC(=O)NCCc1onc(-c2cccc([N+](=O)[O-])c2)c1C(=O)O,0.6
C[C@@H]1Cn2cnc(C(=O)N[C@@H](Cc3c[nH]c4ccccc34)C(=O)OC(C)(C)C)c2C(=O)N1,14.0
O=C(NC(=S)Nc1cccc(O)c1)C1CCCCC1,3.7
Cc1ccc(NC(=O)CN2C(=O)NC3(CCCCC3C)C2=O)cc1S(=O)(=O)N1CCOCC1 (stereo not drawn),5.7
O=C(CCN1CCOCC1)NNC(=O)c1ccc(Cl)c([N+](=O)[O-])c1,-7.4
CC(C)Cn1c(-c2cccc(S(=O)(=O)N3CCOCC3)c2)n[nH]c1=S,10.5
Cc1cc(C(F)(F)F)c2c(C)nn(-c3ccccc3)c2n1,-1.5
CCn1c(=O)c2[nH]c(SC)nc2n(CC)c1=O,4.4
CC1(C)N=C(N)N=C(N)N1c1ccc(OCC(=O)N2CCOCC2)cc1,5.7
COc1ccc(CNC(=O)COC(=O)C2(C)CC2(Cl)Cl)cc1 (stereo not drawn),7.9
Cc1cc2cc3c(=O)[nH]c(=O)nc-3n(CC(O)C(O)C(O)CO)c2cc1C (stereo not drawn),-1.0
O=C(c1ccc(Cl)cc1)N1CCN(c2ccc(N3CCOCC3)nn2)CC1,-1.9
Cc1ccc(NC(=O)C2CCCC2)c(Br)c1,-8.4
COc1cc2c(c(Br)c1N)-c1cc(Br)c(N)cc1C2=O,8.2
COCCn1c(=S)[nH]c2cc(C(=O)NCc3ccccc3)ccc2c1=O,-34.6
CC1CCCCC1NC(=O)NC(=O)COC(=O)c1nccnc1N (stereo not drawn),-31.3
COc1ccc(C=NNC(=O)c2ccccc2NS(=O)(=O)c2cccs2)cc1O,-6.7
CCCCC1(c2ccc(F)cc2)NC(=O)N(CC(=O)Nc2ccc(N3CCOCC3)cc2)C1=O (stereo not drawn),0.5
Cc1ccc(OCCNC(=O)CNC(=O)c2ccc(Cl)c([N+](=O)[O-])c2)cc1,9.0
COc1ccccc1N1CCN(C(=O)c2ccc3noc(-c4ccccc4)c3c2)CC1,0.5
CC(CCc1ccccn1)C(=O)C(C)CCc1ccccn1 (stereo not drawn),-9.2
Cc1cc(C)c(S(=O)(=O)Nc2cccc(C(=O)O)c2)cc1S(=O)(=O)Nc1cccc(C(=O)O)c1,6.2
O=C(CCS(=O)(=O)c1ccccc1)Nc1nc(-c2ccccn2)cs1,10.5
Cc1ccc2nc(-c3ccc(NC(=S)NCCC(C)C)cc3)sc2c1,2.7
CC12CCC(=O)N1C(C(=O)Oc1cccc(F)c1)CS2 (stereo not drawn),6.5
C[C@H]1CN([C@@H](C)CO)C(=O)CCCn2nncc2CO[C@@H]1CN(C)S(=O)(=O)c1ccccc1,3.7
S=C(Nc1cccc2ccccc12)NN1CCCCCC1,-4.7
CCCCCCNC(=O)O[C@@]12CN(S(=O)(=O)c3ccc(C)cc3)C[C@]1(O)Cn1c(=O)n(CCCCCC)c(=O)n1C2,5.7
CC1CCC2(CC1)NC(=O)N(CC(=O)Nc1ccc(N3CCCCC3)cc1)C2=O (stereo not drawn),1.5
CCOc1ccccc1C(=O)NCC(=O)NNC(=O)c1cccs1,2.8
Cc1cccc(NC(=O)COC(=O)CN2C(=O)c3ccccc3C2=O)c1,-0.5
CCN1C(c2ccccc2)=C(c2ccccc2)S/C1=C\C=C1/SC(=S)N(C)C1=O,-7.0
COC(=O)c1sc(NC(=O)c2ccc3c(c2)OCO3)c(C#N)c1C,-2.2
Cc1noc(C)c1CCC(=O)Nc1cc(C(=O)O)ccc1Cl,-0.2
CN(Cc1cccc(Cl)c1Cl)C(=O)c1cc(S(=O)(=O)N2CCOCC2)ccc1F,8.9
Cc1ccc(S(=O)(=O)N2CCCCC2)cc1NCC(=O)Nc1ccc(Br)cc1F,1.0
N#Cc1ccc(C(=O)Nc2cc(S(=O)(=O)N3CCOCC3)ccc2N2CCCC2)cc1,-10.2
CCCN(C(=O)CSc1nnc(-c2ccc3c(c2)OCO3)o1)C1CCS(=O)(=O)C1 (stereo not drawn),0.1
O=C(COc1ccccc1/C=C1\SC(=S)NC1=O)Nc1ccc(F)cc1,-69.5*
CC(=O)Nc1ccc(S(=O)(=O)NC(C(=O)O)C(C)C)cc1 (stereo not drawn),-4.1
COc1cccc(-c2ccc3c(c2)O[C@@H](CN(C)C(=O)C2CCOCC2)[C@H](C)CN([C@H](C)CO)S3(=O)=O)c1,-2.9
O=C(NNc1ccccc1)C(=O)NNc1ccccc1,0.3
COC(=O)C[C@H]1C[C@H]2c3cc(NC(=O)NC4CCCC4)ccc3O[C@H]2[C@@H](CO)O1,-1.5
COc1ccccc1N1CCN(C(=S)NC(=O)c2ccc([N+](=O)[O-])cc2)CC1,2.1
CCCN(CC(=O)Nc1ccccc1OC)C(=O)CNC(=O)c1ccc(C)s1,-10.9
# Going on with the list:
SMILES,RXFP1 antagonist
NC(=O)CCC(NC(=O)OCc1ccccc1)C(=O)OCC(=O)c1ccccc1 (stereo not drawn),4.6
CNC(=O)CN(CCN(CCN(CC(=O)[O-])CC(=O)NC)CC(=O)[O-])CC(=O)[O-].O.[Gd+3],-11.0
Cc1cc(Cl)ccc1OCCCC(=O)Nc1cc(S(=O)(=O)N2CCOCC2)ccc1N1CCOCC1,9.9
COCOCCn1cc(CN2CCS(=O)(=O)N(Cc3ccc(-c4ccc(Cl)c(Cl)c4)cc3)C(C)C2=O)nn1 (stereo not drawn),-0.1
O=C(CC(O)(c1ccccc1)c1ccccc1)Nc1ccccn1,-11.5
COc1ccc(NC(=O)COC(=O)Cn2cnc3ccccc32)cc1,-3.0
Cc1ccc(S(=O)(=O)N(C)c2ccc(OC(=O)COc3ccccc3)cc2)cc1,6.1
O=C(CNC(=O)c1ccc2c(c1)OCO2)NCc1cccs1,11.1
Cc1nnc(SCC(=O)NCC(=O)Nc2ccc(F)c(F)c2F)n1N,2.7
COc1ccc(C(=O)Nc2ccc(C)c(S(=O)(=O)N3CCOCC3)c2)cc1S(=O)(=O)N1CCCC1,-3.3
COc1ccc(C(=O)OCc2cc(=O)oc3c(C)c(C)ccc23)cc1S(=O)(=O)N1CCOCC1,7.7
O=C(CNC(=O)c1ccccc1Br)Nc1cccc(S(=O)(=O)Nc2ccccc2Cl)c1,-1.0
COc1ccc(C2CC(=O)Nc3cc(OC)c(OC)cc32)cc1 (stereo not drawn),3.9
Oc1cccnc1Sc1cccc(C(F)(F)F)c1,10.7
Cc1ccc(C)c(S(=O)(=O)N2CCN(C(=O)[C@H](Cc3ccccc3)NC(=O)c3ccco3)CC2)c1,1.6

# Brought forward from above: four compounds, followed by the next part.
SMILES,RXFP1 antagonist
O=C(CNC(=O)c1ccccc1Br)Nc1cccc(S(=O)(=O)Nc2ccccc2Cl)c1,-1.0
COc1ccc(C2CC(=O)Nc3cc(OC)c(OC)cc32)cc1 (stereo not drawn),3.9
Oc1cccnc1Sc1cccc(C(F)(F)F)c1,10.7
Cc1ccc(C)c(S(=O)(=O)N2CCN(C(=O)[C@H](Cc3ccccc3)NC(=O)c3ccco3)CC2)c1,1.6
Cc1cc([N+](=O)[O-])ccc1NS(=O)(=O)c1ccccc1,-8.8
Cc1ccc(S(=O)(=O)N2CCN(C(=O)Cn3c(=O)oc4ccccc43)CC2)cc1,-11.8
CCCN(C(=O)COC(=O)CNS(=O)(=O)c1ccc(NC(C)=O)cc1)C1CCS(=O)(=O)C1 (stereo not drawn),2.0
O=C(OCc1cn([C@@H]2C[C@H](c3ccccc3)N(C(=O)C3CCCCC3)C[C@H]2O)nn1)c1ccccc1,4.5
O=C(CCCCCCCCC#CI)Oc1ccccc1,1.8
CCOc1ccc(OCCC(=O)OCC(=O)N2CCN(S(=O)(=O)c3ccc(C)cc3C)CC2)cc1,-8.7
CCN(c1ccccc1)S(=O)(=O)c1ccc(OC)c(NC(=O)c2ccco2)c1,-1.3
CCOCc1nc2nc(Cl)c(Cl)nc2[nH]1,-0.6
O=C(CSc1nnc(-c2ccncc2)n1C1CC1)c1cccs1,1.9
CCOCc1nnc(NC(=O)c2ccc3c(c2)OCO3)s1,-3.3
C[C@@H]1CN([C@H](C)CO)C(=O)CCCn2nncc2CO[C@H]1CN(C)S(=O)(=O)c1ccc2ccccc2c1,-0.6
O=C(COC(=O)[C@@H]1CCCN1C(=O)c1cccs1)Nc1ccc(Br)cc1,7.6
Cc1cnc(C=O)c2cccc([N+](=O)[O-])c12,12.6
COc1ccc(CCN(C)C(=O)c2cccc(S(=O)(=O)N3CCN(c4ccc(F)cc4)CC3)c2)cc1OC,-11.2
OC1(c2ccc(Cl)cc2)CCNCC1,-30.4
COc1ccc(-c2nnc3ccc(SCC(=O)N4CCN(c5ccccc5)CC4)nn23)cc1,2.9
COC(=O)C1[C@@H](OC)C(OC(=O)COc2ccc(OC)cc2)C[C@@H]2CN3CCc4c([nH]c5cc(OC)ccc45)[C@H]3C[C@H]12 (stereo partly drawn),-28.6
O=C(Nc1ccc(S(=O)(=O)Nc2ncccn2)cc1)C12CC3CC(CC(Cl)(C3)C1)C2,-8.6
O=C(CCC1CCCCC1)NC1CCCCC1,6.5
Fc1ccc(-c2nc3c4ccccc4ccn3c2Cc2ccccc2)cc1,10.6
CCCn1c(N)c(C(=O)CSc2nnc(-c3cccs3)n2C2CC2)c(=O)[nH]c1=O,-14.7
Cc1cccc(C(=Cc2ccc([N+](=O)[O-])cc2)C(=O)O)c1,11.9
O=C(OCCOCCOC(=O)Oc1ccccc1)Oc1ccccc1,-0.5
CC1CCCCC12NC(=O)N(CC(=O)NCc1ccccc1)C2=O (stereo not drawn),1.7
O=C(O)c1cccc(Nc2nc3ccccc3nc2NS(=O)(=O)c2ccccc2)c1,-12.5
CC(C)C(NC(=O)c1ccc(Cl)cc1Cl)C(=O)N1CCC1 (stereo not drawn),-9.0
COc1cccc(NC(=S)NC2CC(C)CC(C)(C)C2)c1 (stereo not drawn),-12.9
CCN(CC(=O)NNC(=O)c1ccccc1)Cc1ccc(OC)c(F)c1,-2.2
COc1ccc(C(=O)NCCNC(=O)c2ccc(OC)cc2)cc1,-20.5
Cc1ccnc(NC(=O)c2cccc(NC(=O)c3ccc(Cl)c(Cl)c3)c2)c1,6.8
CC1Oc2cc3oc4c(O)c(O)ccc4c(=O)c3c(O)c2C1(C)C (stereo not drawn),-32.4
COC(=O)CCc1ccc(OCC(O)CNC(C)C)cc1 (stereo not drawn),10.4
c1ccc(N=NC2=NN(c3ccccc3)CS2)cc1,6.2
Cc1noc(C)c1CSCC(=O)Nc1cccc(C(F)(F)F)c1,-7.5
Cc1cccc2cc(C#N)c(SCCN3CCCCC3)nc12,-7.8
CC(C)OC(=O)C1OC1(C)c1ccccc1 (stereo not drawn),-3.5
O=C(COC(=O)c1ccc(Cl)cc1)NCC1CCCCC1,-6.8
CCOC(=O)C1C(=O)C=C(c2ccccc2)CC1c1ccccc1 (stereo not drawn),-6.0
O=C1OCCN1N1CCOC1=O,-7.0
CCc1cccc2c(CCO)c[nH]c12,-9.3
O=C(O)c1cccc(S(=O)(=O)Nc2ccccc2Oc2ccccc2)c1,1.3
COCCOC(=O)C1=C(C)NC(C)=C(C(=O)OC/C=C/c2ccccc2)C1c1cccc([N+](=O)[O-])c1 (stereo not drawn),-21.9
O=[N+]([O-])c1cccc(-c2nnnn2-c2cccc(F)c2)c1,17.7
COC(=O)c1ccc(CNC(=O)COC(=O)c2cc(Cl)ccc2O)cc1,-2.1

# Gathered by group, the entries above with fluorine.
SMILES,RXFP1 antagonist
O=C(CNC(=O)c1ccccc1F)NCc1ccccn1,0.9
Cc1cc(C(F)(F)F)c2c(C)nn(-c3ccccc3)c2n1,-1.5
CCCCC1(c2ccc(F)cc2)NC(=O)N(CC(=O)Nc2ccc(N3CCOCC3)cc2)C1=O (stereo not drawn),0.5
CC12CCC(=O)N1C(C(=O)Oc1cccc(F)c1)CS2 (stereo not drawn),6.5
CN(Cc1cccc(Cl)c1Cl)C(=O)c1cc(S(=O)(=O)N2CCOCC2)ccc1F,8.9
Cc1ccc(S(=O)(=O)N2CCCCC2)cc1NCC(=O)Nc1ccc(Br)cc1F,1.0
O=C(COc1ccccc1/C=C1\SC(=S)NC1=O)Nc1ccc(F)cc1,-69.5*
Cc1nnc(SCC(=O)NCC(=O)Nc2ccc(F)c(F)c2F)n1N,2.7
Oc1cccnc1Sc1cccc(C(F)(F)F)c1,10.7
COc1ccc(CCN(C)C(=O)c2cccc(S(=O)(=O)N3CCN(c4ccc(F)cc4)CC3)c2)cc1OC,-11.2
Fc1ccc(-c2nc3c4ccccc4ccn3c2Cc2ccccc2)cc1,10.6
CCN(CC(=O)NNC(=O)c1ccccc1)Cc1ccc(OC)c(F)c1,-2.2
Cc1noc(C)c1CSCC(=O)Nc1cccc(C(F)(F)F)c1,-7.5
O=[N+]([O-])c1cccc(-c2nnnn2-c2cccc(F)c2)c1,17.7
